WRN inhibitor – blocks human WRN helicase; WRN helicase unwinding, fluorescent forked duplex, kinetic; Potency, µM (titrated, usually from 114 µM), for the others: top-dose activity change, negative = inhibition, usual class: inhibitors; AID 651768; 0.46% of 360,000 active; Q14191; also: potency is read from the fitted curve at half-maximal effect; % is scaled to controls: 0 for no effect and ±100 for the full control effect; nearly all actives have a fitted effect of over 55% in size
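Enzyme (20 nM final) and test compound sit together 15 min at room temperature before substrate addition. Substrate is a single-forked duplex oligonucleotide (100 nM) labelled with fluorophore and quencher, with 2 mM ATP; helicase unwinding raises red fluorescence, read kinetically.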
GLP1R cytotox – cytotoxicity counter-screen for GLP-1 receptor inverse agonists | 0.13% of 410,000 active | Potency, µM (top dose mostly 38.3 µM), for the others: at the top dose activity change, negative = inhibition, actives largely listed as inhibitors | HEK293 cAMP-luciferase reporter cells, luminescence, 24 h;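 also: loss of luciferase light is scored as toxicity; potency is read from the fitted curve at half-maximal effect; % is scaled to controls: 0 for no effect and ±100 for the full control effect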
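Here, cytotoxicity is scored as loss of luminescence. The MLSMR collection was tested on cells seeded in medium containing 10% Nu serum, with a 24 hr compound exposure preceded by 12 hours of culture.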
DRD3 agonist – agonists of human D3 dopamine receptor; AID 652048; 0.58% of 410,000 active; max activation, %; P35462; D3R DiscoveRx beta-arrestin cells, luminescence, 90 min; in the data active = max activation above about 30%; also: 0% is about no effect; mostly tested at two doses, the higher about 12 µM
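Agonist mode: compounds and dopamine controls were applied to plated cells for 90 min at 37 degrees C after an overnight attachment at 1500 cells/well. Luminescent read-out followed 30 - 60 minutes at room temperature with DiscoveRx detection reagent.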
IL-2 act – activates IL-2 in a cell-based reporter assay. 0.065% of 360,000 active. IL-2 activation reporter assay, cell-based qHTS; stimulated with anti-CD3/CD4/CD28 beads; in transgenic mouse T cells. activation, % (series mostly up to about 46 µM). AID 652025; in the data active = activation above about 50%; inconclusive = mostly about 30% to 49%; also: 0% is about no effect
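Readout: EGFP and DsRed signals by fluorescent plate cytometry. Unstimulated transgenic mouse T cells received compound 60 min before antibody-bead stimulation, then incubated 18 h at 37 degrees C.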
GLP1R ag – agonists of human GLP-1 receptor | P43220 | HEK293 GLP-1R CRE-luciferase, luminescence, 4-6 h; cells express a hypersensitive GLP-1R form | Potency, µM (series often up to 45.6 µM), for the others: at the top dose activation, hits mostly activators | 0.007% of 380,000 active | AID 624172; also: potency is read from the fitted curve at half-maximal effect; % of control where 0% means no effect
PI5P4Ka inh – blocks human PI5P4K alpha kinase activity | P48426 | max response, % | PI5P4Kalpha enzyme, ADP-Glo luminescence, 60 min; hits give low values | 1.2% of 330,000 active | AID 652105; active = max response of -50% or lower; inconclusive = between -30% and -50%; inactive = -30% or higher; also: value at the top dose of about 77 µM; % is scaled to controls: 0 for no effect and ±100 for the full control effect
Target sequence (P48426 whole entry, looked up): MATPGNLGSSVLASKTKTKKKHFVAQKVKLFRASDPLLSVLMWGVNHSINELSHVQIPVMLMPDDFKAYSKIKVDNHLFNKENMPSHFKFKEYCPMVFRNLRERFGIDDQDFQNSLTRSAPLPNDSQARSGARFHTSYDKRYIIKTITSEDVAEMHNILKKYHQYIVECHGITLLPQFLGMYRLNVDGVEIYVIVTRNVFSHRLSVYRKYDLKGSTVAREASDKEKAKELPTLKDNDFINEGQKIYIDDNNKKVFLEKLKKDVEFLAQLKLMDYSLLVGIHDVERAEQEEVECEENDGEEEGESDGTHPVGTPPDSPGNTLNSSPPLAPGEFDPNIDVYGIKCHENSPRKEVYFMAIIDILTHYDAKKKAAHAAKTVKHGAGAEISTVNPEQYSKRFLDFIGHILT
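PI5P4Kalpha ADP-Glo assay; 5 microM ATP final; 60 min RT reaction; HEPES pH 7.4/EGTA/CHAPS, 5% DMSO; controls lacking substrate or enzyme; luminescent end-point.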
D3 antag – blocks the human D3 dopamine receptor | D3R cells, DiscoveRx beta-arrestin luminescence, antagonist mode; hits give low values | max response, negative = inhibition, % | 2.5% of 360,000 active | AID 652054; in the data active = max response below about -50%; inconclusive = no clear call, values can overlap the other calls; also: % is scaled to controls: 0 for no effect and ±100 for the full control effect; mostly tested at two doses, the higher about 12 µM
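Cells plated overnight at 1500 cells/well, then exposed to library compounds with dopamine controls for 90 minutes at 37 degrees C. DiscoveRx reagent added for 30–60 minutes at room temperature; luminescence read, quantitative HTS format.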
GLP-1R inv ag – acts as inverse agonist at human GLP-1 receptor; P43220; HEK293 GLP-1R CRE-luciferase, luminescence, 24 h; GLP-1R form is constitutively active; Potency, µM (doses to about 38.3 µM), for the others: at the highest dose activity change, negative = inhibition, actives largely listed as inhibitors; 1.6% of 410,000 active; also: potency is read from the fitted curve at half-maximal effect; % is scaled to controls: 0 for no effect and ±100 for the full control effect; nearly all actives have a fitted effect of over 55% in size
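Readout was luciferase luminescence, measured 12 min after detection reagent at room temperature. Beforehand, GLP-1R reporter HEK293 cells had sat 12 h, then received compounds for 24 hr at 37 deg C.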
PLK1 PBD inh – blocks phosphopeptide binding to human PLK1 polo-box domain; P53350; Plk1 PBD binding of FITC phosphopeptide, fluorescence polarization; Potency, µM, inactives show max response, negative = inhibition, most hits filed as inhibitors; 2.8% of 360,000 active; AID 720504; also: potency is read from the fitted curve at half-maximal effect; series mostly up to about 57 µM; % is scaled to controls: 0 for no effect and ±100 for the full control effect; nearly all actives have a fitted effect of over 65% in size
Target sequence (P53350 whole entry, looked up, the tested form may be a part): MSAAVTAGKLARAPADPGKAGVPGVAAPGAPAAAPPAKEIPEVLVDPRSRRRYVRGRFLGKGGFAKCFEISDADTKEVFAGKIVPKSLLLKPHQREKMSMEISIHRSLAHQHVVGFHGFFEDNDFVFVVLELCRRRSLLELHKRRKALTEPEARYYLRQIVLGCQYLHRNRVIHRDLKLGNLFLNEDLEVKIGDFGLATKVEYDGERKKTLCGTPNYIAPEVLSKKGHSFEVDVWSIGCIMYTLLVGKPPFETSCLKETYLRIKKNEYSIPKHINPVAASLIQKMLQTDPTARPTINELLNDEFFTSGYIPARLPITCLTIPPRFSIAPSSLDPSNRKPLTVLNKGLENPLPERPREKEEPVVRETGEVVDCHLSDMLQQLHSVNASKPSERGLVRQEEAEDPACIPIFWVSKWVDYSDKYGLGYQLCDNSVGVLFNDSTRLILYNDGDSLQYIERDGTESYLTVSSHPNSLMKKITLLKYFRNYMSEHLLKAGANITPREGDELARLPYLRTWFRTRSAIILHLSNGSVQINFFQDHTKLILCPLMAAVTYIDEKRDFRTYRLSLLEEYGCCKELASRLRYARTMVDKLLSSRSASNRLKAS
* marks the source's active call; other numbers are inactive results; ? = inconclusive; . = no result given; & = joins results of further samples; [ ] = another dose, or the depositor's remark. Unless noted, calls follow the shape of the dose curve; as a rule, active = well fitted curve in the direction sought with a large enough effect; inconclusive = small, poorly fitted or top-dose-only effect, or another doubt; inactive = no such curve, though single readings can be large; an effect the other way counts as inactive or inconclusive. Hits appear at their usual frequency, and some 7.8% of all compounds hit somewhere here.

SMILES | WRN inhibitor | GLP1R cytotox | DRD3 agonist | IL-2 act | GLP1R ag | PI5P4Ka inh | D3 antag | GLP-1R inv ag | PLK1 PBD inh
Fc1ccc(N2CCN(c3ncnc4c3nnn4Cc3ccccc3Cl)CC2)cc1 | -7% | -11% | 5 | 1.8 | -8% | 12 | 0 | 8% | -1%
CCOC(=O)CNC(=O)CN1CCCN(S(=O)(=O)c2ccc(Br)s2)CC1 | -6% | 17% | 0 | -2.9 | 4% | -3 | -3 | ? | -18%
CCC1=NN(C(=O)c2cccnc2)C(O)(C(F)(F)F)C1 (configuration not stated) | -10% | -27% | -7 | 0.9 | 5% | -22 | -12 | -24% | -3%
COc1ccc([N+](=O)[O-])cc1N(CC(O)CN(CC(C)C)CC(C)C)S(=O)(=O)c1ccccc1 (configuration not stated) | -16% | -23% | -8 | -3.3 | 2% | . | ? | 0% | 0%
O=c1cc(N2CCCCC2)c(-c2ccccc2)nn1Cc1cccc(Cl)c1 | -8% | 22% | 0 | -0.9 | 5% | 7 | 8 | ? | -1%
N#Cc1c(NC(=O)CCC(=O)O)sc2c1CCCC2 | 0% | 4% | 8 | -0.6 | 3% | -1 | -11 | 6% | -16%
Cc1cc(-c2nc(C)c(C(=O)NNS(=O)(=O)c3ccc(Cl)cc3Cl)s2)no1 | -6% | -3% | 9 | 0.1 | 5% | -7 | -4 | -10% | -9%
COc1ccc(NC(=O)C2CCC(CNS(=O)(=O)c3csc(C(N)=O)c3)CC2)cc1OC (configuration not stated) | -3% | ? | -1 | -0.8 | -4% | -3 | -16 | ? | -1%
Cc1ccccc1-c1nnc(SCC(=O)Nc2ccc(Cl)cc2)n1N | -10% | -3% | -2 | 1.2 | 2% | 4 | 4 | 0% | -7%
Nc1nc(SCC(=O)Nc2cc(C(F)(F)F)ccc2Cl)[nH]c(=O)c1NC(=O)c1ccco1 | -21% | -6% | 2 | 0.6 | -3% | 0 | 3 | 5% | -7%
COCCn1c(CCC(=O)O)ccc1-c1cccs1 | -9% | 45%[activator] | -4 | -0.6 | 8% | 8 | -10 | 13% | -13%
Cn1cccc1/C=N/n1c(-c2ccco2)n[nH]c1=S | -3% | 2% | 6 | 0.2 | 3% | -19 | 2 | 23% | -5%
COC(=O)Nc1nnc(COc2cccc(C)c2)s1 | -2%[57.1 µM] | -10% | -3 | -0.5 | 6% | -10 | 14 | -3% | -5%
O=C(Nc1nnc(-c2ccccc2)o1)c1cc(-c2cccs2)nc2ccccc12 | -17% | -27% | -4 | 1.7 | -4% | -23 | 58 | ? | -25%
O=C1C(=O)c2ccccc2C(O)=C1c1ccccc1F | ? | -2% | -41 | 1.5 | -6% | -18 | -72* | 8% | -7%
Cc1ccc2c(c1)NCC(C(=O)NCc1ccccc1)O2 (configuration not stated) | -2% | 0% | 3 | -1.4 | -4% | 2 | -13 | -7% | -9%
CCOc1ccccc1NC(=O)c1cccc(NC(=O)CC(c2ccccc2)c2ccccc2)c1 | -16% | -9% | 9 | -3.0 | 2% | . | 7 | 0% | 5%
CSc1nc2ccc(NC(=O)NC(=O)c3c(F)cccc3F)cc2s1 | -29% | -4% | 2 | 0.2 | -13% | -1 | -3 | 7% | -15%
CCn1cc([N+](=O)[O-])c(C(=O)N2CCN(C(=O)c3ccco3)CC2)n1 | -19% | 19% | 1 | -0.3 | 1% | 8 | 12 | 25% | -9%
CCC(=O)Nc1c(C)c(CC)nc2ccccc12 | -5% | -3% | -8 | -0.6 | 0% | . | 32 | -13% | -7%
Cc1cc2nc(-c3ccc(SCc4ccc(C#N)cc4)nc3)[nH]c2cc1C | -13% | ? | -9 | -1.0 | -7% | . | -18 | 0% | -26%
CCOC(=O)N1CCN(C(=O)/C(=C/c2ccc(Br)cc2)NC(=O)c2ccc(OC)cc2)CC1 | 2% | 4% | 15 | -1.3 | 2% | 8 | -8 | ? | -13%
COc1ccc(N(CC(=O)Nc2cc(C(=O)O)ccc2C)S(=O)(=O)c2c(C)noc2C)cc1 | -4% | -9% | 2 | -0.3 | -1% | 12 | -10 | 20% | -7%
COc1ccc(OC)c(S(=O)(=O)N2CCN(CC(O)CN3CCOCC3)CC2)c1 (configuration not stated) | 2% | 2% | 5 | -0.2 | -4% | 0 | 12 | 7% | 3%
CC(=O)Nc1cncc(-c2cccc(S(C)(=O)=O)c2)n1 | -8% | 7% | 4 | -0.2 | -1% | -1 | 21 | 11% | -2%

2 successive records already listed:
SMILES | WRN inhibitor | GLP1R cytotox | DRD3 agonist | IL-2 act | GLP1R ag | PI5P4Ka inh | D3 antag | GLP-1R inv ag | PLK1 PBD inh
Fc1ccc(N2CCN(c3ncnc4c3nnn4Cc3ccccc3Cl)CC2)cc1 | -7% | -11% | 5 | 1.8 | -8% | 12 | 0 | 8% | -1%
CCOC(=O)CNC(=O)CN1CCCN(S(=O)(=O)c2ccc(Br)s2)CC1 | -6% | 17% | 0 | -2.9 | 4% | -3 | -3 | ? | -18%

Next section
SMILES | WRN inhibitor | GLP1R cytotox | DRD3 agonist | IL-2 act | GLP1R ag | PI5P4Ka inh | D3 antag | GLP-1R inv ag | PLK1 PBD inh
CCCc1c(C(=O)N/N=C/c2cccs2)nnn1-c1nonc1N | -5%[11.6 µM] | -18% | 4 | -1.0 | 1% | -4 | 10 | 3% | -11%
Cc1cccc(Oc2ccc(S(=O)(=O)N3CCCCC3)cc2N)c1 | -5% | -16% | 2 | 0.6 | 19% | 8 | 12 | 10µM* | 0%
C=CCOc1cccc(/C=N/NC(=O)CC(=O)NC2CCCCC2)c1 | -2% | 0% | -31 | -3.0 | -12% | -3 | ? | -21% | 16%
CC(C)N1CCN(Cc2cccc(-n3cccn3)c2)CC1CCO (configuration not stated) | -8% | 3% | 0 | 2.1 | 1% | -3 | -4 | -15% | 0%
O=[N+]([O-])c1ccc(NC(=S)N2CCc3ccccc3C2)cc1 | 3% | -19% | -3 | 0.2 | -15% | -3 | 3 | ? | -5%
CCC(=O)n1nc(-c2ccc(Cl)cc2)nc1SC | -1% | -3% | 2 | -0.3 | -3% | 3 | 18 | 25% | -16%
CS(=O)(=O)N(CC(=O)N1CCc2ccccc2C1)c1cccc([N+](=O)[O-])c1 | ? | -10% | -9 | 1.8 | 7% | -9 | -3 | 0% | -13%
CCCC1(C2CCCC2)NC(=O)NC1=O (configuration not stated) | 4% | -9% | -1 | -0.4 | -3% | 13 | 2 | -10% | 2%
O=C(NCC(c1cccs1)N1CCOCC1)c1cc(=O)[nH]c2ccccc12 (configuration not stated) | -7% | -4% | 5 | -0.3 | 9% | -1 | -13 | 4% | 6%
NS(=O)(=O)c1ccc(NC(=S)N2CCN(c3ccc(Cl)c(Cl)c3)CC2)cc1 | -3% | -7% | 1 | -4.7 | -11% | 4 | 31 | -25% | -14%
COc1ccc2c(c1)CCc1c(C(=O)N3CCCCCC3)noc1-2 | 0% | -26% | -1 | -1.6 | 12% | . | ? | ? | -1%
CCC(CO)[n+]1c(C)cc(/C=C2\Sc3ccccc3N2Cc2ccccc2)cc1C (configuration not stated) | ? | 12% | 7 | 13 | -10% | -14 | 12 | ? | 7%
O=C(Cn1c(=O)oc2ccccc21)Nc1ccc(F)c(F)c1 | 8% | 3% | -2 | -0.5 | 3% | -8 | -4 | -2% | -7%
O=C1CSC(=Nc2cccc(C(=O)O)c2)N1 | -6% | 1% | 6 | -0.5 | -3% | -1 | 5 | 9% | 8%
COc1ccccc1CNC(=O)C(CCSC)NC(=O)c1cccc(S(=O)(=O)N2CCOCC2)c1 (configuration not stated) | -15% | 10% | 3 | -1.1 | 0% | -4 | 0 | -4% | 1%
COc1cccc(OCC(=O)O/N=C(\N)c2ccncc2)c1 | -10% | 0% | 10 | 0.5 | 20% | -11 | 6 | 12% | 4%
Cc1cc(C)c(NC(=O)CN2CCN3CCCC3C2)c(C)c1 (configuration not stated) | -1%&4% | 21%&4% | 0&-3 | -0.3&-0.9 | 6%&-6% | 21 | 4&3 | 14%&2% | -2%&-6%
CC(=O)Nc1cccc(-c2cc3nc(NCc4cccnc4)n(C)c(=O)c3s2)c1 | 2% | 6% | 10 | -0.4 | 11% | -7 | 18 | 25% | 0%
COCCSc1ccccc1C(=O)NCc1ccco1 | -1% | -13% | -6 | -1.0 | -2% | . | -15 | -15% | -10%
O=C(COC(=O)COc1ccc(Cl)cc1)NCCNC(=O)COC(=O)COc1ccc(Cl)cc1 | -8% | -2% | 3 | 0.7 | 8% | 17 | -5 | -2% | -6%
O=[N+]([O-])c1c(O)c(Cl)cc(Cl)c1Cl (tested in a mixture with another compound) | -7% | -24% | 14 | -0.1 | 0% | -17 | -11 | ? | -17%

Reprinted at random: six records from the list.
SMILES | WRN inhibitor | GLP1R cytotox | DRD3 agonist | IL-2 act | GLP1R ag | PI5P4Ka inh | D3 antag | GLP-1R inv ag | PLK1 PBD inh
COc1ccccc1CNC(=O)C(CCSC)NC(=O)c1cccc(S(=O)(=O)N2CCOCC2)c1 (configuration not stated) | -15% | 10% | 3 | -1.1 | 0% | -4 | 0 | -4% | 1%
COc1ccc(OC)c(S(=O)(=O)N2CCN(CC(O)CN3CCOCC3)CC2)c1 (configuration not stated) | 2% | 2% | 5 | -0.2 | -4% | 0 | 12 | 7% | 3%
Cn1cccc1/C=N/n1c(-c2ccco2)n[nH]c1=S | -3% | 2% | 6 | 0.2 | 3% | -19 | 2 | 23% | -5%
Cc1cc(C)c(NC(=O)CN2CCN3CCCC3C2)c(C)c1 (configuration not stated) | -1%&4% | 21%&4% | 0&-3 | -0.3&-0.9 | 6%&-6% | 21 | 4&3 | 14%&2% | -2%&-6%
CCCc1c(C(=O)N/N=C/c2cccs2)nnn1-c1nonc1N | -5%[11.6 µM] | -18% | 4 | -1.0 | 1% | -4 | 10 | 3% | -11%
CCCC1(C2CCCC2)NC(=O)NC1=O (configuration not stated) | 4% | -9% | -1 | -0.4 | -3% | 13 | 2 | -10% | 2%

High-throughput results deposited in PubChem by National Center for Advancing Translational Sciences (NCATS).
